PPARg SRC3 recr – PPARgamma agonists recruiting SRC-3 coactivator, primary screen, biochemical | Peroxisome proliferator-activated receptor gamma (Homo sapiens), P37231 | biochemical PPARgamma/SRC-3 coactivator recruitment assay | activation, % at 8 µM | 200,000 tested, 0.26% active; in the data active = activation above about 23%;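 also: 0% = DMSO and 100% = reference agonist; some compounds past the cut are filed as inactive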
S1P3 antagonist – S1P3 receptor antagonists, primary screen, cell-based; Sphingosine 1-phosphate receptor 3 (Homo sapiens), Q99500; CHO S1P3 NFAT-BLA reporter, FRET fluorescence, antagonist mode; inhibition, % at 4.98 µM; 170,000 tested, 0.27% active; AID 485, 2006;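 active = inhibition above the plate cutoff, the mean inhibition of test wells on that plate plus 3 SD, cut at about 28% in these data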;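 also: cells challenged with S1P at its EC80 of 0.8 µM; blue over green emission ratio from cleaved BLA substrate after 4 h stimulation; 0% = S1P-stimulated wells and 100% = unstimulated DMSO-only wells; some compounds past the cut are filed as inactive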
Target sequence (Q99500 whole entry, looked up): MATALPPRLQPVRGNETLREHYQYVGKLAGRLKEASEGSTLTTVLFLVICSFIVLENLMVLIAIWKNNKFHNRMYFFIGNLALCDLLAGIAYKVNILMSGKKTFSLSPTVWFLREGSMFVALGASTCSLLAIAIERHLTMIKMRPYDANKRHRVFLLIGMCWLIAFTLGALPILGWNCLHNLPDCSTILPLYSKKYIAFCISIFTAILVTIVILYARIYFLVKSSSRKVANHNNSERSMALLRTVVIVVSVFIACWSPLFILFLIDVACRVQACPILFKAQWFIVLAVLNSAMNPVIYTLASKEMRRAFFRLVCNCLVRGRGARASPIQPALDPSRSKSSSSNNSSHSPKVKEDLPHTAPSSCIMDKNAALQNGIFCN
ROMK primary – ROMK potassium channel modulators, primary screen, cell-based, thallium flux, MLSMR library. ATP-sensitive inward rectifier potassium channel 1 (Homo sapiens), P48048. Tet-inducible ROMK, thallium flux fluorescence; actives lie on both sides. B-score at 10 µM. 130,000 tested, 2% active. AID 1918, 2009;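 active = signal ratio slope over the read window, or its plate-corrected B-score, at least 3 SD from the plate mean, either direction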;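 also: B-score of the F/F0 ratio slope over 7 to 12 s after thallium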
PPARg SRC1 recr – PPARgamma agonists recruiting SRC-1 coactivator, primary screen, biochemical; PPARgamma-SRC-1 coactivator recruitment biochemical assay; activation, % at 8 µM; 200,000 tested, 0.41% active; AID 631, 2007; in the data active = activation above about 19%;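 also: 0% = DMSO and 100% = reference agonist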
TR-FRET SRC-2 ct – TR-FRET signal artefacts, primary screen, artefact control for PPARgamma SRC-2 agonist project, biochemical; TR-FRET artefact counter-screen; stronger effect = higher value; TR-FRET ratio at 8 µM; 200,000 tested, 0.4% active; AID 1049, 2008; in the data active = TR-FRET ratio above about 2000; also: inactives centre near 1500
Diaph act CS – compounds boosting diaphorase resazurin reduction – biochemical, uHTS, resorufin fluorescence, counter-screen for diaphorase-coupled primary assays, primary screen. Diaphorase/resazurin coupled assay, 16 min; stronger effect = higher value; 1 = vehicle wells, 0 = NADH-free wells. activation factor at 20 µM. 190,000 tested, 0.005% active;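 active = diaphorase activity raised at least twofold by the compound at 20 µM; inactive = activation factor below 2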
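Material: purified diaphorase enzyme from Clostridium kluyveri / Medium: HEPES pH 7.4 buffer with MgCl2 and Tween 20 / Schedule: enzyme reaction of 16 min at room temperature / Measured by: resorufin fluorescence, excitation 544 nm, emission 590 nm / Evaluation: rise in resorufin formation, marking diaphorase activation or chemical reduction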
Diaph inh CS – diaphorase inhibitors and chemical oxidizers, primary screen, counter-screen for diaphorase-coupled primary assays, biochemical, uHTS, resorufin fluorescence. AID 1217, 2008. 190,000 tested, 0.69% active. diaphorase resazurin-to-resorufin fluorescence, NADH, 16 min; bacterial (C. kluyveri) enzyme, not human. inhibition, % at 20 µM;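 active = primary screen inhibition at 20 µM above a set limit, cut at about 50% in these data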;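 also: plate controls were DMSO with full reaction for no effect and wells lacking NADH for full effect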
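Assay system: diaphorase enzyme from Clostridium kluyveri. Quantity: enzyme working solution with 0.14 U/mL diaphorase. Schedule: reaction incubation of 16 min at room temperature. Technique: resorufin fluorescence, excitation 544 nm, emission 590 nm. Controls: No-NADH positive control and DMSO neutral control.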
G6PDH CS – L. mesenteroides G6PDH inhibitors, counter-screen for G6PDH-coupled screening assays, biochemical, Leuconostoc mesenteroides enzyme; 200,000 tested, 0.12% active; AID 1020, 2008; inhibition, % at 5 µM; glucose-6-phosphate dehydrogenase [Leuconostoc mesenteroides]; Purified L. mesenteroides G6PDH, diaphorase/resazurin coupled fluorescence, 45 min; in the data active = inhibition above about 50%
PMI act hi M6P – human PMI activators, high substrate, primary screen, biochemical, fluorescence intensity, near-saturating mannose 6-phosphate. activation factor at 20 µM. AID 1216, 2008. coupled PMI enzyme assay, resazurin fluorescence, 20 min; stronger effect = higher value; 1 = untreated enzyme, 0 = substrate-free blank. 190,000 tested, 0.34% active. Mannose-6-phosphate isomerase (Homo sapiens), P34949;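 active = activation factor of 2 or more at 20 µM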
Target sequence (P34949 whole entry, looked up): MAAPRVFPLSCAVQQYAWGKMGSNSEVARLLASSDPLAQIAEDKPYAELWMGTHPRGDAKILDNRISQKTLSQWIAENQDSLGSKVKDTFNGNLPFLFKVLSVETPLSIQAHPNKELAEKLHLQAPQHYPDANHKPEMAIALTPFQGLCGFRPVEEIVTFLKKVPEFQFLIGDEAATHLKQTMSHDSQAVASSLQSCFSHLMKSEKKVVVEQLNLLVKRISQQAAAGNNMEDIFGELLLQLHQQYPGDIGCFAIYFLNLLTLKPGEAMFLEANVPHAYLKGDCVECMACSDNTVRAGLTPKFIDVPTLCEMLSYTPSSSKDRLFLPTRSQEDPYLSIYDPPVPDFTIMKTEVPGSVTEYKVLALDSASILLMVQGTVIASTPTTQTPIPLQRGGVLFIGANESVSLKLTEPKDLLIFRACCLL
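Material: human phosphomannose isomerase with PGI, G6PDH, diaphorase coupling enzymes / Reagent: Man-6-P substrate 1.0 mM / Dosing: single compound dose of 20 µM, 1% DMSO final / Incubation: enzyme reaction with compound 20 min at room temperature / Signal: resorufin fluorescence (Ex 544/Em 590 nm) from resazurin via diaphorase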
PMI act – activators of human PMI, primary screen, biochemical, fluorescence intensity, near-Km mannose 6-phosphate. Mannose-6-phosphate isomerase (Homo sapiens), P34949. 190,000 tested, 0.005% active. AID 1214, 2008. purified human PMI, coupled resazurin fluorescence, 20 min; stronger effect = higher value; 1 = vehicle control, 0 substrate-free wells. activation factor at 20 µM;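 active = activation factor of 2 or more at 20 µM, relative to plate controls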
PPARg SRC-2 ag – agonists of PPARg-SRC-2 recruitment, primary screen, biochemical, HTS; 200,000 tested, 0.34% active; activation, % at 8 µM; PPARgamma LBD-SRC-2 recruitment; in the data active = activation above about 22%;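 also: 0% = vehicle and 100% = reference agonist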
* hit, by the source's call; x = no result given.

SMILES	PPARg SRC3 recr	S1P3 antagonist	ROMK primary	PPARg SRC1 recr	TR-FRET SRC-2 ct	Diaph act CS	Diaph inh CS	G6PDH CS	PMI act hi M6P	PMI act	PPARg SRC-2 ag
Cc1ccc(N2C(=O)CC(N(O)C3CC(=O)N(c4ccc(C)cc4)C3=O)C2=O)cc1 (stereo not given)	2	x	-0.36	8	1728	1	-3	1	1	1	11
CCc1nc(SCC(=O)NNC(=O)C2CCCCC2)c2ccccc2n1	3	x	x	2	1648	1	4	12	1	0.9	-2
NS(=O)(=O)c1ccc(NC(=O)COC(=O)c2ccco2)cc1	-1	-13	0.089	-7	1719	0.9	10	5	0.9	1	6
COC(=O)CSC1=C(C#N)C(c2ccc(C)cc2)C2=C(CCCC2=O)N1 (stereo not given)	-1	9	-0.21	0	1562	1	4	-3	1.2	1.1	9
CC(Sc1nnc(-c2ccccc2)c(-c2ccccc2)n1)C(=O)N1CCc2ccccc21 (stereo not given)	-2	-10	x	-5	1558	0.9	12	-18	0.9	0.9	-5
CC(CC(=O)NC1CCSC1=O)c1ccccc1 (stereo not given)	0	-17	0.81	2	1386	1	5	19	1	1	-1
Cc1cc(OCc2ccc(F)cc2)nc(-c2ccccc2O)n1	-13	-2	-0.0048	-2	1484	0.8	22	2	0.9	1.1	3
COC(=O)c1c(-c2ccc(Br)cc2)csc1NC(=O)Cc1ccc(OC)c(OC)c1	-2	x	-0.021	7	1518	0.8	16	1	0.9	0.9	-3
Nc1sc2c(c1C(=O)NC1CCS(=O)(=O)C1)CCC2 (stereo not given)	6	-15	-0.11	8	1675	0.7	25	6	1	1.1	6
COc1cccc(N(C(=O)c2ccco2)C(C(=O)NC2CCCC2)c2ccc(N(C)C)cc2)c1 (stereo not given)	-3	9	x	-3	1597	0.8	20	2	0.9	0.9	3
COc1cccc(NC(=O)CSc2ccc3nnc(-c4ccncc4)n3n2)c1	1	-19	x	0	1589	0.9	5	5	1.1	1.1	2
CCOC(=O)c1cnc2c(cnn2C)c1Cl	3	-13	0.21	0	1733	0.9	9	16	1.1	1.2	7
Clc1ccccc1CN1CCN(/N=C/C=C\c2ccco2)CC1	8	-2	0.61	1	1494	0.8	21	2	0.9	0.9	-3
COc1cccc(-c2nnc(NC(=O)c3ccc(S(=O)(=O)N(CC(C)C)CC(C)C)cc3)o2)c1	2	15	x	-3	1445	1.1	-11	4	1.2	1.2	8
Cc1cc(C)nc(SCC(=O)Nc2ccc(S(=O)(=O)Nc3nccs3)cc2)n1	0	12	x	8	1588	0.9	9	-11	1	1	5
CC(=O)c1cccc(NC(=O)c2onc(C)c2Cl)c1	1	x	x	-5	1490	1	0	1	1.1	1	-6
O=c1c2c3n(c(=O)nc2[nH]n1-c1ccccc1)CCCCC3	3	-4	0.12	-2	1398	0.9	14	8	1	1	-2
COc1ccc(NC(=O)CC2SC(=Nc3ccccc3)NC2=O)cc1 (stereo not given)	3	x	x	-9	1505	0.9	8	2	1	1	0
Cc1ccc(NC(=S)N/C(=N/S(=O)(=O)c2ccccc2)c2ccccc2)cc1	7	x	0.83	0	1580	0.9	7	12	1.1	1	0
Cc1nn(C)cc1C(=O)NNC(=S)Nc1ccccc1	-4	x	0.11	-9	1383	1	4	2	1	1	0

Already shown: an excerpt of the list.
SMILES	PPARg SRC3 recr	S1P3 antagonist	ROMK primary	PPARg SRC1 recr	TR-FRET SRC-2 ct	Diaph act CS	Diaph inh CS	G6PDH CS	PMI act hi M6P	PMI act	PPARg SRC-2 ag
CCOC(=O)c1cnc2c(cnn2C)c1Cl	3	-13	0.21	0	1733	0.9	9	16	1.1	1.2	7
Clc1ccccc1CN1CCN(/N=C/C=C\c2ccco2)CC1	8	-2	0.61	1	1494	0.8	21	2	0.9	0.9	-3
COc1cccc(-c2nnc(NC(=O)c3ccc(S(=O)(=O)N(CC(C)C)CC(C)C)cc3)o2)c1	2	15	x	-3	1445	1.1	-11	4	1.2	1.2	8
Cc1cc(C)nc(SCC(=O)Nc2ccc(S(=O)(=O)Nc3nccs3)cc2)n1	0	12	x	8	1588	0.9	9	-11	1	1	5
CC(=O)c1cccc(NC(=O)c2onc(C)c2Cl)c1	1	x	x	-5	1490	1	0	1	1.1	1	-6
O=c1c2c3n(c(=O)nc2[nH]n1-c1ccccc1)CCCCC3	3	-4	0.12	-2	1398	0.9	14	8	1	1	-2
COc1ccc(NC(=O)CC2SC(=Nc3ccccc3)NC2=O)cc1 (stereo not given)	3	x	x	-9	1505	0.9	8	2	1	1	0
Cc1ccc(NC(=S)N/C(=N/S(=O)(=O)c2ccccc2)c2ccccc2)cc1	7	x	0.83	0	1580	0.9	7	12	1.1	1	0
Cc1nn(C)cc1C(=O)NNC(=S)Nc1ccccc1	-4	x	0.11	-9	1383	1	4	2	1	1	0

Other results follow.
SMILES	PPARg SRC3 recr	S1P3 antagonist	ROMK primary	PPARg SRC1 recr	TR-FRET SRC-2 ct	Diaph act CS	Diaph inh CS	G6PDH CS	PMI act hi M6P	PMI act	PPARg SRC-2 ag
COc1ccccc1C(=O)N1CCCC1(C#N)c1ccccc1 (stereo not given)	-7	x	0.061	-6	1634	0.9	7	-6	0.9	0.9	2
COc1ccc(S(N)(=O)=O)cc1C(=O)NCCCN1CCN(c2ccccc2OC)CC1	0	-5	0.63	-2	1311	0.9	9	3	1	1	11
O=C(Nc1cccn(Cc2c(Cl)cccc2Cl)c1=O)c1ccc(Cl)cc1Cl	-2	x	x	9	1729	0.5	45	8	0.6	0.7	2
Cc1ccc(CN2C(=O)CNC2=S)cc1	7	12	-0.68	5	1370	1	-2	2	1.1	1.1	2
COC(=O)COc1cccc(NC(=O)c2cc(OC)cc(OC)c2)c1	1	-15	x	0	1481	1	-2	6	1	1	-3
C=CCNC(=O)C1CC(=O)N(c2ccc(OCC(=O)Nc3ccc(Cl)c(C(F)(F)F)c3)cc2)C1 (stereo not given)	6	x	0.05	3	1525	1	0	1	1	1	1
CC1=C(C(=O)OCc2ccc3c(c2)OCO3)C(c2ccccc2OCc2ccccc2)NC(=O)N1 (stereo not given)	5	x	0.58	9	1527	0.9	5	-4	1	1	-2
COc1ccc(N(CC(=O)Nc2ccc(S(=O)(=O)N3CCCC3)cc2)S(C)(=O)=O)cc1OC	4	3	0.79	-1	1785	1	3	5	1	1	2
COc1ccc(NC(=O)CC(Cc2ccccc2)C(=O)O)cc1 (stereo not given)	6	-29	x	3	1627	1	2	6	1	1	5
COC(=O)c1cc(NC(=O)CSC2=NCCS2)cc(C(=O)OC)c1	2	10	-0.41	5	1578	1.1	-8	-2	1.1	1.1	9
CCn1c2ccccc2c2cc(NC(=O)CC(C)=O)ccc21	7	-8	0.16	-1	1776	0.9	10	-3	0.9	1	11
CCOc1cc(C2C3=C(CCCC3=O)N(CCC(=O)O)C3=C2C(=O)CCC3)ccc1OS(=O)(=O)c1ccc(C)cc1	3	4	x	6	1609	0.8	15	10	0.9	1	2
COc1ccc(OC)c(CC(NC(C)=O)C(=O)NC2CCN(c3nc(OC)nc(OC)n3)CC2)c1 (stereo not given)	5	-20	-0.46	1	1611	1	0	0	1	1	4
CC(C)=CCCC(C)CN1CCC(O)CC1 (stereo not given)	9	2	x	-1	1568	1	3	-6	1.1	0.9	3
Cc1ccc(C2CC(C(F)F)n3ncc(C(=O)Nc4cnn(Cc5ccccc5C)c4)c3N2)cc1 (stereo not given)	13	7	0.28	6	1354	0.8	25	5	0.9	0.9	4
CNC(=O)N(C1=NCC(C)S1)c1ccc(F)cc1F (stereo not given)	1	5	x	-1	1589	0.9	10	-7	1	1	-1
NC(=O)c1ccc[n+](Cc2cccc3ccccc23)c1	-3	-4	x	6	1575	1	2	-8	1.1	1	-9
CCOC(=O)N1CCC(NC(=O)CCCN2C(=O)CSc3ncccc32)CC1	0	-36	x	0	1401	0.9	10	6	0.9	0.9	11
CC(C)=C1C2C=CC1C(C(=O)Nc1cc(C)ccc1C)C2C(=O)O (stereo not given)	1	x	x	8	1585	0.8	17	2	0.9	0.8	7
COc1cccc(Sc2ccccc2CN(C)C)c1	-3	x	0.051	0	1538	1	5	18	1	1	3
O=C1c2ccccc2NC(c2ccccn2)N1NS(=O)(=O)c1ccccc1 (stereo not given)	0	-20	-0.19	-1	1614	0.9	13	9	1	0.9	-9
COc1ccc(OCCn2cc(/C=N/NC(=O)c3ccncc3)c3ccccc32)cc1	-1	24	x	1	1371	0.8	19	3	0.9	1	-4
COC(=O)[C@H](CCSC)NC(=O)Nc1ccc(C)cc1C	2	5	x	-7	1265	0.9	14	7	0.9	0.9	-7
Cc1cc(C)cc(NC(=O)CSc2nnc(-c3ccccc3C)o2)c1	-9	-18	x	-8	1297	1	-1	3	1.1	1	-7
COc1cc(S(=O)(=O)N(Cc2ccccn2)Cc2ccco2)ccc1-n1cnnn1	3	x	x	-3	1620	1	-2	3	1.1	1.1	8
O=C(Cn1cc(C(F)(F)F)ccc1=O)N/N=C/c1ccc(Cl)cc1	3	7	x	3	1761	1	4	-7	1.1	1	7
O=C(CCc1nc2ccccc2c(=O)[nH]1)Nc1ccc(F)c([N+](=O)[O-])c1	0	-8	x	5	1809	0.8	18	0	0.9	1.3	1
Cc1cc(C)c2c(c1)/C(=C/C(=O)c1ccc(Br)s1)C(=O)N2	12	x	0.9	6	1673	1	0	3	1.1	1	1
Cc1cc(NC(=O)c2ccc(N(C)S(=O)(=O)c3ccccc3)cc2)no1	9	16	x	-6	1422	0.9	13	-6	0.9	0.9	4

Assay outcomes: PubChem, several laboratories
